A549 tox: Nrf2 qHTS screen for inhibitors: counterscreen for cytotoxicity | 0.16% of 390,000 active | Potency, µM (highest dose often 46 µM), without a hit: at the top dose activity change, negative = cytotoxicity, actives largely listed as inhibitors | A549 ARE-Fluc cells, CellTiter-Fluor viability, 18-24 h; note: potency is the fitted concentration of half-maximal effect; % is set by controls: 0 for no effect and ±100 for the full control effect
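A549 ARE-Fluc cells in 5% FBS OPTI-MEM, 5000 cells/well, rested 2 h then exposed to compounds in concentration-response for 18-24 h at 37 °C. Viability by CellTiter-Fluor fluorescence (Ex 405/Em 525) after 30 min; luciferase luminescence (BugLite, 15 min, RT) read afterwards.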
MmCpn inh: Inhibitors of TCP-1 ring complex (TRiC) of Methanococcus maripaludis (MmCpn): qHTS | Chaperonin Mm-Cpn (Methanococcus maripaludis) | purified Mm-Cpn ATPase, ADP Transcreener TR-FRET | Potency, µM (titrated, usually from 76.9 µM), inactives show top-dose activity, negative = inhibition, usual class: inhibitors | 0.031% of 330,000 active; note: potency is the fitted concentration of half-maximal effect; % is set by controls: 0 for no effect and ±100 for the full control effect; nearly all actives have a fitted effect of over 80% in size
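ATPase turnover read by TR-FRET ADP competition (Eu cryptate antibody/ADP-d2, 665/590 nm): 10uM ATP final, 25nM Mm-CPN final, 30 min 37degC after 10-min compound preincubation, pH 7.4 Tris/KCl/MgCl2/DTT buffer.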
HepG2 viability: qHTS for Inhibitors of TGF-b: Cytotox Counterscreen; 0.76% of 410,000 active; HepG2 CAGA-GFP viability, ATP luminescence, 18 h; Potency, µM (highest dose often 46.1 µM), inactives show at the highest dose activity change, negative = cytotoxicity, hits mostly cytotoxic; AID 588856, 2011; note: potency is the fitted concentration of half-maximal effect; some results filed as inactive show a strong effect at the top dose
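HepG2 CAGA-GFP cells (1000/well, DMEM with 1% FBS) received compound, then TGF-beta at 500 pg/mL final, and were incubated 18 hours at 37 degrees C. Viability was read by CellTiter-Glo luminescence. Media-only wells were set as complete cell-killing and DMSO as no toxicity.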
Nrf2 activator: qHTS of Nrf2 Activators; 0.31% of 410,000 active; AREc32 ARE-luciferase reporter (MCF7-derived line), luminescence, 24 h; Potency, µM (doses to about 46.1 µM), inactives show at the highest dose activation, actives largely listed as activators; note: potency is the fitted concentration of half-maximal effect; % of control where 0% means no effect; nearly all actives have a fitted effect of over 65% in size
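Each well held 1000 AREc32 cells, which were incubated with compound for 24 hr at 37 deg C after overnight attachment, and ARE reporter activity was quantified by firefly luciferase luminescence.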
TGFb SMAD3 inh: qHTS for Inhibitors of TGF-b; 1.2% of 410,000 active; Potency, µM (titrated, usually from 46.1 µM), inactives show at the highest dose activity, negative = inhibition, actives largely listed as inhibitors; AID 588855, 2011; HepG2 CAGA-GFP TGF-b/SMAD3 reporter, GFP fluorescence, 18 h; TGF-beta stimulated, 500 pg/mL final; note: potency is the fitted concentration of half-maximal effect; % is set by controls: 0 for no effect and ±100 for the full control effect; nearly all actives have a fitted effect of over 65% in size
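Inhibition was scored as loss of TGF-beta-induced (500 pg/mL final, 18 hours, 37 degrees C) GFP in HEPG2 cells carrying a CAGA-GFP reporter, in DMEM with 1% FBS. Well GFP was summed per cell; Activity was normalised to unstimulated and stimulated DMSO wells, then concentration-response fitting.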
S2 tox: Viability Counterscreen for Primary qHTS for Inhibitors of ATXN expression. 0.49% of 400,000 active. Potency, µM (doses to about 56.7 µM), hits mostly cytotoxic. S2 cells (HEK-293 line with an ATXN2-luciferase reporter) viability, CellTiter-Fluor protease fluorescence, 24 h; note: potency is the fitted concentration of half-maximal effect; nearly all actives have a fitted effect of over 40% in size
Akt phos inh: HTS Assay for Inhibitors of Akt Phophorylation: Primary Screen; activity change, % for hits at 50 µM; Neuro2A IGF-stimulated pAkt S473 HTRF, 20 min; stronger effect = lower value; 0.32% of 360,000 active; in the data active = activity change below about -80%; inconclusive = mostly about -51% to -80%; note: % is set by controls: 0 for no effect and ±100 for the full control effect
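Neuro2A cells in DMEM with 0.5% FBS, overnight at 37 deg C, given compound at single 50 µM final, then IGF (6 nM final) for 20 min at 37 deg C. Lysed; phospho-Akt Ser473 by HTRF after 24 h, 665/615 ratio.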
Nrf2 inh: Nrf2 qHTS screen for inhibitors; A549 ARE-Fluc reporter, luciferase luminescence, 18-24 h; Potency, µM (top dose mostly 46 µM), without a hit: at the highest dose activity change, negative = inhibition, actives largely listed as inhibitors; 2.1% of 360,000 active; AID 504444, 2011; note: potency is the fitted concentration of half-maximal effect; % is set by controls: 0 for no effect and ±100 for the full control effect; nearly all actives have a fitted effect of over 60% in size
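Two sequential reads on A549 ARE_Fluc cells exposed to compound for 18-24 h: a CellTiter-Fluor fluorescence read for viability, then a luciferase luminescence read for Nrf2/ARE activity.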
CCT chaperon mod: High-Throughput Screening for Modulators of Cytosolic Chaperonin Activity | activity change, % (test concentration not listed), hits read low | purified chaperonin ATPase assay, HTRF ADP detection, 30 min | 0.3% of 360,000 active; in the data active = activity change below about -30%; note: % is set by controls: 0 for no effect and ±100 for the full control effect
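Nucleotide hydrolysis assay: TRiC at 20–40 nM final (set by batch activity) with 10 uM ATP, 30 min at 37 °C, in presence of 76 uM compound. Detection by competitive ADP HTRF, 30 min ambient.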
* marks the source's active call; other numbers are inactive results; i = inactive; ? = inconclusive; . = not tested or not shown; [ ] = another dose, or the depositor's remark. Unless noted, calls come from the whole dose curve; as a rule, active = well fitted curve in the direction sought with a large enough effect; inconclusive = small, poorly fitted or top-dose-only effect, or another doubt; inactive = no such curve, though single readings can be large; an effect the other way counts as inactive or inconclusive.

SMILES	A549 tox	MmCpn inh	HepG2 viability	Nrf2 activator	TGFb SMAD3 inh	S2 tox	Akt phos inh	Nrf2 inh	CCT chaperon mod
CCOCCCNC(=O)C(NC(=O)C1CCC(=O)N1)c1ccc(C)cc1 (configuration not stated)	-6.8%	0.0%	-9.6%	0.1%	2.8%	i	i	13.6%	-1.5
Nn1c(Cc2ccccc2F)nnc1SCCOc1ccc(Cl)cc1	1.5%	0.3%	-18.7%	-0.2%	-15.2%	i	i	-14.8%	-0.1
CNC(=O)C1CCC(Cn2c(=O)c3sccc3n(CC(=O)Nc3ccc(C)c(C)c3)c2=O)CC1 (configuration not stated)	-16.9%	.	-15.8%	0.5%	?	i	.	23.1µM*	.
CCC(C)NS(=O)(=O)c1ccc(S(=O)(=O)Nc2cc3c(cc2C(C)=O)OCO3)cc1 (configuration not stated)	-3.5%	1.0%	-10.4%	0.0%	-29.9%	i	i	-0.9%	-1.6
O=C(CN1CCN(c2ccc(Cl)cc2)CC1)NCc1ccccc1	1.5%	1.4%	-28.3%	3.5%	-27.7%	i	i	?	-0.6
N#CC(Cc1cc2ccccc2n1S(=O)(=O)c1ccccc1)OCc1ccccc1 (configuration not stated)	-0.1%	-0.5%	5.4%	3.4%	-22.2%	i	i	-0.8%	0.0
COc1ccc(C(=O)Nc2cc(-c3ccc(C)cc3)no2)cc1	8.2%	-15.0%	-14.5%	0.6%	-2.0%	i	i	-7.8%	2.1
Cc1ccc(/C=N/N=C/c2ccc(C)cc2)cc1	-1.4%	0.8%	3.7%	2.6%	1.2%	i	i	15.7%	-0.8
CCOc1ccc(N(CC(=O)Nc2ccc(OC)cc2)S(C)(=O)=O)cc1	-0.4%	-0.9%	-16.9%	2.4%	-2.5%	i	i	.	-0.2
CC(CC(=O)Nc1ccc(Cl)c([N+](=O)[O-])c1)c1ccccc1 (configuration not stated)	-4.7%	0.3%	-31.7%	2.7%	?	i	i	?	0.5
O=c1c2c(-c3ccc(Cl)cc3)csc2nc2n1CCC2	-11.1%	0.8%	-21.2%	3.7%	-17.0%	i	i	0.0%	-0.5
Cc1cc(C)c(NC(=O)Cn2nnc(-c3nc(-c4ccncc4)no3)c2N)c(C)c1	-7.8%	.	-0.5%	0.3%	.	.	.	16.6%	.
Cc1c(Cl)cccc1NC(=S)NNS(=O)(=O)c1ccc([N+](=O)[O-])cc1	-7.0%	-0.2%	4.6%	2.8%	4.9%	i	i	?	-2.0
CCOc1ccc(-n2c(=O)c3c(C)c(C(=O)N(C)C)sc3n(CC(=O)Nc3ccccc3F)c2=O)cc1	2.4%	1.1%	4.1%	0.0%	-14.1%	i	i	13.0%	-0.3
Cc1[nH]c2ccccc2c1/C=N/NC(=O)CNC(=O)c1ccc2c(c1)OCCO2	0.8%	2.2%	-42.4%	0.2%	-11.2%	i	i	-7.6%	-0.4
Cc1cc(C)c(OCCN2CCCC2)c(Cl)c1	1.7%	0.2%	1.9%	0.2%	-7.7%	?	i	1.3%	0.1
Cc1ccc(-c2nsc(SCC(=O)Nc3ccc4c(c3)OCO4)n2)cc1	-4.0%	-0.4%	-9.8%	-0.4%	?	i	i	-9.0%	-0.9
CCOC(=O)c1noc2nc(C)n(CC(=O)Nc3cccc(OC)c3)c(=O)c12	11.2%	.	-23.7%	7.4%	12.1%	i	.	.	.
N#Cc1c(N)nc2c(c1-c1ccncc1)CCCCC2	-24.1%	0.5%	-9.7%	-0.1%	4.3%	i	i	-0.4%	0.0
Cc1ccc(S(=O)(=O)Nc2ccccc2-c2ccccc2)cc1	-12.6%	0.8%	-8.6%	-0.2%	-12.4%	?	i	?	0.6
COc1ccc(N2C(=O)c3ccccc3NC23CCCCC3)cc1	-4.9%	-4.6%	-1.7%	-0.7%	-11.9%	i	i	?	0.4
COc1cccc(/C=C/C(=O)OCC(=O)NCC2CCCO2)c1OC (configuration not stated)	-0.8%	1.4%	9.5%	12.2%	-3.5%	?	i	3.1%	-1.0
N#Cc1c(NC(=O)C(=O)NCCCN2CCOCC2)sc2c1CCCC2	-4.4%	-0.2%	-0.6%	-0.7%	7.6%	i	.	-11.5%	-1.8
CN1c2cccc3cccc(c23)N(C)C1c1cccs1	1.3%	-2.8%	-11.6%	-0.5%	-6.0%	i	i	-10.0%	-1.1
CCOC(=O)C1=CN(Cc2cccc(F)c2)S(=O)(=O)N(C)C1c1ccc(C(F)(F)F)cc1 (configuration not stated)	-7.8%	-6.7%	-29.3%	0.7%	-28.6%	i	i	-4.0%	-0.4

Following part.
SMILES	A549 tox	MmCpn inh	HepG2 viability	Nrf2 activator	TGFb SMAD3 inh	S2 tox	Akt phos inh	Nrf2 inh	CCT chaperon mod
CC1(c2cccc(Br)c2)NC(=O)NC1=O (configuration not stated)	0.5%	0.4%	5.4%	-1.2%	4.6%	i	i	-1.3%	1.7
Cc1cccc(NC(=S)N2CCOCC2)c1C	0.0%	-0.2%	11.9%	1.5%	0.0%	i	i	1.5%	-1.1
C/C(=N\NC(=O)Cc1ccccc1)c1ccc(Br)s1	0.4%	0.2%	-2.0%	-0.4%	5.5%	i	i	3.7%	-0.4
CCn1c(CN2CCCCC2)nc2cc(S(=O)(=O)N3CCCCC3)ccc21	12.1%	1.3%	-20.8%	1.9%	-14.4%	i	i	-10.1%	-0.6
CCOc1ncccc1C(=O)OCC(=O)c1c(N)n(C)c(=O)n(C)c1=O	15.6%	-1.5%	-7.0%	0.2%	-5.9%	i	i	.	-0.5
Cc1cc(C(=O)CSc2nc(N)cc(N)n2)c(C)n1CCc1ccc(F)cc1	-19.4%	-5.4%	-35.8%	2.5%	?	?	i	14.6µM*	-0.4
CCOC(=O)c1ccc(N2CCOCC2)c(NC(=O)COCC(=O)O)c1	-0.1%	-2.0%	0.6%	0.2%	6.8%	i	i	2.0%	-2.7
Cc1ccc(C)c(N2C(=O)c3cc(N4CCOCC4)c([N+](=O)[O-])cc3C2=O)c1	-3.7%	-2.1%	-1.8%	-0.8%[9.22 µM]	2.7%	?	i	3.6%	-0.4
CC1Oc2ccccc2N(CC(=O)NCc2cccs2)C1=O (configuration not stated)	7.2%	-2.1%	5.1%	-0.1%	?	i	i	.	0.3
CCOC(=O)c1ccc(NC(=S)N2CCSC2c2ccc(Cl)cc2)cc1 (configuration not stated)	?	-1.0%	-18.8%	3.1%	3.3%	?	i	20.6µM*	-2.1
CCc1cc2c(=O)c(-c3cscn3)coc2cc1O	-1.1%	-0.9%	4.1%	15.3%	?	i	i	.	-0.7
Cc1ccc(Cl)cc1NS(=O)(=O)c1ccc(N2CCCCS2(=O)=O)cc1	-0.6%	.	-7.3%	2.2%	14.5%	.	.	.	.
Cn1ccnc1SCc1cn2cc(Br)ccc2n1	-5.3%	1.3%	11.8%	-2.4%	52.2%[activator]	i	i	-26.5%	0.9
COc1ccc(C2=CC(=O)C[C@H](COCc3ccccc3)N(C(=O)OC(C)(C)C)O2)cc1	-1.4%	.	-27.2%	2.5%	?	i	i	?	-1.9
Cc1sc2c(c1C)c(=O)n(-c1ccccc1)c(=O)n2CC(=O)NCC1CCCO1 (configuration not stated)	-15.3%	-1.6%	4.6%	-0.2%	9.5%	i	i	-11.4%	0.8
CCCn1c(=O)c2sccc2n2c(CCCC(=O)NCCc3ccc(Cl)cc3)nnc12	-1.9%	.	-26.7%	-0.1%	?	.	.	-2.0%	.
CN(C)C(=O)c1nc2ccc(Cl)cn2c1CNCc1ccccc1OC(F)(F)F	2.0%	0.6%	-23.1%	-0.8%	-8.8%	i	i	-25.0%	1.2
O=C(NC(Nc1nc2ccc([N+](=O)[O-])cc2s1)(C(F)(F)F)C(F)(F)F)c1cccnc1	7.31µM*	-1.0%	-31.4%	-1.4%	3.16µM*	?	i	5.8µM*	-27.6
N=c1n(CC(=O)c2ccc(Br)cc2)c2ccccc2n1Cc1ccccc1	-12.5%	-4.7%	-98.9%	10.2%	15.8µM*	.	i	7.6%	-0.7
CC1CCCC(C)N1C(=O)COC(=O)c1ccc2c(c1)OCO2 (configuration not stated)	3.6%	-0.9%	-7.0%	2.1%	-5.6%	i	i	?	-0.1
COCCN(C(=O)Cc1coc2cc(C)c(C)cc12)c1c(N)n(Cc2ccccc2)c(=O)[nH]c1=O	-3.2%	-2.3%	-3.8%	-0.6%	1.6%	i	i	-18.8%	-2.3
COc1cccc(C2=CC(c3ccc(OC)c(OC)c3)NC(=S)N2)c1 (configuration not stated)	4.2%	-4.4%	2.8%	6.9%	-11.4%	i	i	-24.1%	-0.8
COc1ccccc1C(=O)COC(=O)C(NC(=O)Cc1ccccc1)C(C)C (configuration not stated)	1.5%	3.5%	-8.5%	2.4%	?	i	i	?	0.0
CCC(C)N1CC(=O)N2Cc3[nH]c4ccccc4c3C[C@H]2C1=O (some centres not stated)	-5.9%	-1.9%	0.4%	0.7%	-2.9%	i	i	0.3%	-11.8
Cn1cnc(S(=O)(=O)N2CCCCC2c2cc(C(=O)Nc3cccc(C#N)c3)no2)c1 (configuration not stated)	.	.	-10.4%	4.7%	-26.1%	i	i	.	-1.3
COc1ccc(-c2cc([C@H]3[C@@H]4C=CCC[C@@]4(C)C(=O)N3Cc3ccccc3)ccc2F)cc1OC	-10.4%	1.4%	-6.2%	-0.5%	?	?	i	?	0.6

From PubChem BioAssay
